UBC13 inh = human UBC13 polyubiquitination inhibition. P61088. UBC13 polyubiquitin chain formation, TR-FRET. inhibition, % at 20 µM. actives 0.47% (n = 330,000). AID 485273; in the data active means inhibition above about 45%, passing the limit was not always enough
Target sequence (P61088 whole entry, looked up): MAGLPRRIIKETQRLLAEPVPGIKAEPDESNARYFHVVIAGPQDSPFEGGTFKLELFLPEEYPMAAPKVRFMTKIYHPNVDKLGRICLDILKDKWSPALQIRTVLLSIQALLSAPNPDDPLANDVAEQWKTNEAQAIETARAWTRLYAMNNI
CCR6 antag = antagonists of human CCR6 receptor; P51684; CHO-K1 CCR6 PathHunter beta-arrestin, luminescence, CCL20-stimulated; inhibition, % at 20 µM; actives 0.49% (n = 340,000);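 active means compounds whose inhibition of the agonist-driven luminescence signal at 20 µM reaches about 50%, limit read from the data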;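 further: cells stimulated with CCL20 at 14 nM final; plate controls were DMSO with CCL20 for no effect and DMSO without agonist for full effect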
Target sequence (P51684 whole entry, looked up): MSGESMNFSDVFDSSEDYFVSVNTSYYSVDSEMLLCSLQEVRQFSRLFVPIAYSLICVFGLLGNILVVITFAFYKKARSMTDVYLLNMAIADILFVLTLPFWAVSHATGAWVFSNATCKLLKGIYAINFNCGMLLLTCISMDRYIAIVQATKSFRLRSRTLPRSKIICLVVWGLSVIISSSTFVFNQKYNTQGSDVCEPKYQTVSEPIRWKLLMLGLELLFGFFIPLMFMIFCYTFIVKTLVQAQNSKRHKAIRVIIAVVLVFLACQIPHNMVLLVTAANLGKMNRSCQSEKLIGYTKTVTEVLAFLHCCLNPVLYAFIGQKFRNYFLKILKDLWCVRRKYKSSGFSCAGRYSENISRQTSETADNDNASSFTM
APJ ag = activates the human apelin receptor APJ; P35414; CHO-K1 APJ PathHunter beta-arrestin, luminescence; 0% DMSO wells, 100% apelin; activation, % at 20 µM; actives 0.11% (n = 330,000); AID 2520;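 active means activation more than six SD over the plate average, tested at 20 µM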;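 further: 0% = DMSO alone and 100% = apelin-13 at 10 nM; some results filed as inactive read as strong as hits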
Target sequence (P35414 whole entry, looked up): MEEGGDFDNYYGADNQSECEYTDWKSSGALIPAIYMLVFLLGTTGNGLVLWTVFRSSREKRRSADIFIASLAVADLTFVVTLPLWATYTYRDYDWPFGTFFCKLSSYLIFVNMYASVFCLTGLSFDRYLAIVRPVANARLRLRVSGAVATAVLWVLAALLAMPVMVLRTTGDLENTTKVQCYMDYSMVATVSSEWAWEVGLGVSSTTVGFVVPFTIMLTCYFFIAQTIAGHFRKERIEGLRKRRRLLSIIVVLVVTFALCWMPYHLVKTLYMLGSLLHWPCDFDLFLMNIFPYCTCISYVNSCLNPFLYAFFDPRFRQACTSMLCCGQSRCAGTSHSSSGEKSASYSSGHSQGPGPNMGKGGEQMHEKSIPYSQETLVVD
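Material: CHO-K1 APJ beta-arrestin complementation cell line; Input: cell density 1000 per well; Incubation: compound stimulation 90 min at 25 °C, detection 60 min; Signal: luminescence from split beta-galactosidase complementation, Galacton Star/Emerald II substrate; Controls: DMSO-only wells as negative, 10 nM Apelin-13 as positive control.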
CXCR6 block = inhibitors of human CXCR6 receptor; O00574; CHO-K1 PathHunter CXCR6 beta-arrestin, luminescence; inhibition, % at 20 µM; actives 0.36% (n = 360,000); AID 602244; in the data active means inhibition above about 34%, passing the limit was not always enough;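 further: antagonist mode with CXCL16 agonist at 10 nM final; 0% = 10 nM CXCL16 with DMSO and 100% = unstimulated wells without agonist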
Gli-Sufu block = antagonists of Gli-Sufu signaling; Sufu-KO-LIGHT fibroblasts, Gli luciferase reporter luminescence; inhibition, % at 5 µM; actives 0.74% (n = 340,000); AID 588413;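 active means inhibition above about 55%, limit read from the data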;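 further: 0% = DMSO-treated cells and 100% = wells with medium but no cells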
EBI2 antag = EBI2 (human) antagonism; P32249; AID 651636; inhibition, % at 5 µM; actives 0.81% (n = 360,000); EBI2 beta-arrestin recruitment, luminescence, 7a,25-OHC stimulated; in the data active means inhibition above about 38%;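 further: enzyme fragment complementation signal reports receptor beta-arrestin coupling in cells; 0% = agonist plus DMSO wells and 100% = wells without agonist; some results beyond the cut were filed as inactive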
APJ antag = blocks the human apelin receptor APJ; P35414; CHO-K1 APJ beta-arrestin complementation, luminescence; inhibition, % at 20 µM; actives 0.32% (n = 330,000); AID 2521;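 active means inhibition above about 40% at 20 µM, limit read from the data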;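 further: cells challenged with 10 nM apelin-13 agonist together with compound; plate controls were apelin-13 plus DMSO wells for no effect and DMSO wells lacking apelin-13 for full effect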
ATG4B inh = inhibitors of human ATG4B cysteine protease; AID 504462; actives 0.51% (n = 340,000); inhibition, % at 8.33 µM; Q9Y4P1; ATG4B cleavage of LC3-PLA2, NBD-HPC fluorescence, 1 h; in the data active means inhibition above about 40%
Numbers without * were called inactive; . = no result given; & = joins results of further samples.

SMILES	UBC13 inh	CCR6 antag	APJ ag	CXCR6 block	Gli-Sufu block	EBI2 antag	APJ antag	ATG4B inh
CN1CCN(C(=O)C2=C[C@H](c3ccc(Br)cc3)C[C@H](OCCCCO)O2)CC1	-4	2	3	-20	5	6	-13	-3
CC(=O)NC(=O)c1nnn(Cc2ccccc2)c1NC(C)=O	4	4	0	6	5	-7	-10	-1
CC1=CC(C)(C)NC(=S)N1c1ccc2ccccc2c1	6	6&6	-8	12&2	6&0	-9&8	20	-5&-9
COc1ccc(N2C(=O)CCC(C(=O)N3CCN(c4ccccn4)CC3)C2c2ccc(F)cc2)cc1 (centres undefined)	-8	-12	-5	6	15	2	17	-7
COc1ccc(C2CC(c3ccccc3F)=NN2c2ccc(S(N)(=O)=O)cc2)cc1 (centres undefined)	.	15	.	0	2	0	.	-2
Cc1ccc(C)c(NC2=NCC(=O)N2C2CCCCC2)c1	9	0	-1	-6	6	8	4	-8
Cc1ccc(-c2nc(CN(C)Cc3ccc4nccnc4c3)c(C)o2)s1	-8	5	-3	0	6	8	4	9
Cc1nc2ccc([N+](=O)[O-])cc2c(=O)n1Cc1cccc(Br)c1	2	8	-1	-6	12	7	1	2
Cc1cc(C)c(S(=O)(=O)N2CC=C(c3ccccc3)CC2)c(C)c1	-3	16	-4	-27	2	2	20	-5
Cc1ccccc1CSc1nnc(NC(=O)Cc2cccs2)s1	6	6	-1	11	34	-10	5	20
COc1cccc(CN(C)C(=O)c2cc(S(=O)(=O)NC3CCCCC3)ccc2C)c1	9	0	0	3	-4	5	-7	-9
COc1ccc(N2CCN(C(=O)C3CCCN(S(=O)(=O)c4ccc5c(c4)oc(=O)n5C)C3)CC2)cc1 (centres undefined)	4	7	-1	0	29	-11	-15	4
COc1ccc(-c2csc(NC(=O)C3CCCCN3S(=O)(=O)c3ccccc3)n2)cc1 (centres undefined)	-11	3	-1	-4	-21	10	-22	-4
O=C(Nc1ncccc1O)c1ccc(NS(=O)(=O)c2ccc3[nH]c(=O)[nH]c3c2)cc1	-12	-11	4	-2	26	-2	-24	14
O=C1CN(C(=O)NCCC(=O)NC2CCCCC2)c2ccccc2N1	1	11	-1	-4	-16	-7	7	-10
CCCC(C(=O)N(C)CC(=O)Nc1ccc(N2CCOCC2)cc1)c1ccccc1 (centres undefined)	4	-2	3	7	-5	-13	15	-9
CCCn1nc(NC(=O)c2ccco2)c2cc3ccc(C)cc3nc21	21	-2	-1	-3	-8	3	-2	-1
CN(CC(=O)Nc1c(Cl)cccc1Cl)CC(=O)N(C)C1(C#N)CCCCC1	-4	3	-1	-15	6	0	4	-5
Cc1cc(-n2c(C)cc(C(=O)CSc3ncnc4ccccc34)c2C)no1	24	8	0	-4	73*	-7	-11	-19
COc1ccc(OC)c(-n2c(N)c(C(=O)NCC3CCCO3)c3nc4ccccc4nc32)c1 (centres undefined)	.	-2	.	-11	13	1	.	-20
CCOC(=O)c1sc(NC(=O)CCN2CCN(C)CC2)c(C(=O)OCC)c1C	7	11	-1	1	14	-1	11	-3
CC(C)(C)c1ccc(C(=O)N2CCN(C(=O)C3CCCCC3)CC2)cc1	3	-1	3	-5	6	7	-12	-5
Clc1ccccc1Cn1nc(-c2ccccc2)nc1-c1ccccc1	8	31	-3	4	-6	2	19	-5
Cc1ccc(-c2cn(-c3ccccc3)c(SCC(N)=O)n2)cc1C	7	5	-3	0	9	-8	9	31
COCCn1c(=O)[nH]c(=O)c2cc(C(=O)c3cc(Cl)ccc3O)cnc21	-11	11	0	1	0	5	14	0
O=C(c1cnccn1)N(Cc1ccco1)C1(C(=O)NC2CCCCC2)CCCCC1	1	14	-8	11	14	15	15	-1
O=C(NN=C1c2ccccc2-c2ccccc21)c1ccccc1Br	0	5	-4	13	3	2	2	15
CC1(C)CC(CC(=O)O)CC(C)(C)N1	8	8	1	1	-17	-4	-8	6
CSCC[C@H](NC(=O)N1CCn2c1nc1ccccc12)C(=O)NCc1ccc(F)cc1	6	5	-1	2	23	-7	-4	-16
CCOC(=O)C1CCN(C(=O)CN(c2cc(OC)ccc2OC)S(=O)(=O)c2ccccc2)CC1	-7	21	-4	-2	-5	1	1	-11
Cc1nc(Nc2ccccc2)[nH]c(=O)c1CCC(C)C	-12	4	1	12	50	2	7	2
CCCc1noc2c1C(c1ccoc1)C(C#N)=C(N)N2 (centres undefined)	-8	-11	-4	-8	-11	-20	12	-13
CNC(=O)c1ccc(NC(=O)CC2SC(N3CCCC3)=NC2=O)cc1 (centres undefined)	3	-6	-4	3	-4	-1	8	-1
Cc1cc(C)cc(OCC(=O)Nc2ccc3c4c(cccc24)CC3)c1	5	15	-4	-6	25	-1	15	-3
COc1cc(NS(=O)(=O)c2ccc(F)cc2)c(OC)cc1NC(C)=O	6	5	-3	-8	9	4	-16	-3
CC(=O)Nc1nc2cccc([N+](=O)[O-])c2s1	-3	0	-1	14	-11	-2	3	-2
Clc1cc(Br)ccc1OCCOCCN1CCOCC1	8	1	-3	3	-2	3	15	-4
COc1nccnc1NS(=O)(=O)c1ccc(NC(=S)NC(=O)c2ccc(F)cc2)cc1	-6	22	-2	12	-5	6	22	-3
O=C(Nc1ccccc1)c1cccc(N2C(=O)CCC2=O)c1	2	-11	2	9	-4	-17	-19	5
Cc1nn(Cc2ccccc2)c(C)c1C(=O)NCCN1C(=O)S/C(=C\c2ccccc2)C1=O	1	6	-2	-17	4	4	-17	-2
CC(NC(=O)C(C)N1CCN(Cc2ccccc2)CC1)c1ccc(F)cc1 (centres undefined)	6	22	-1	3	-1	7	10	-8
Cc1ccc(-n2ncc3c(=O)n(Cc4ccccn4)cnc32)cc1C	-5	-1	-3	-3	-15	-19	3	5
CCOC(=O)c1cnc(SCC#N)nc1N	1	3	-2	-12	-13	-3	6	-3
Cc1cc(-c2nnc(SCC(=O)Nc3ccc(S(N)(=O)=O)cc3)n2N)n[nH]1	-9	6	1	-5	47	-7	7	-2
Cc1ccc2nc3sc(C(=O)N4CCCc5ccccc54)c(N)c3cc2c1	-29	19	-13	-3	-7	54*	76*	34
Cc1nn(C)c(NC(=O)c2ccc(Cl)cc2Cl)c1Br	3	11	-4	-2	-2	-7	8	-7
CCSc1nnc(N2C(=O)c3ccc(C(=O)c4ccc(C(=O)O)cc4)cc3C2=O)s1	-3	6	-1	1	2	14	-3	6
COc1ccc(CCNC(=O)CN(c2ccccc2)S(C)(=O)=O)cc1	-7	-1	3	8	-4	0	-8	-1
CCn1c(CC(=O)Nc2ccc(C)c(Cl)c2)nnc1SCCOc1ccc(OC)cc1	12	-20	-4	-5	-8	-7	-14	-3
O=C(NCc1ccc(OC(F)(F)F)cc1)c1cccc2c1C(=O)c1ccc(N3CCCC3)cc1S2(=O)=O	-45	5	3	8	1	-15	12	2
Cc1ccc(/C(O)=C2/C(=O)C(=O)N(c3ccccn3)C2c2ccc(F)cc2)cc1 (centres undefined)	-15	5	0	2	-9	7	-39	4
CN1CCN(C(=S)Nc2cccc(C(F)(F)F)c2)CC1	4	-3	-3	-7	2	-11	3	3
C=CCn1c(SCC(=O)c2cccs2)nc2sc(C)c(C)c2c1=O	8	10	-3	7	-31	6	13	1
CCOc1ccc(NC(=O)c2ccccc2O)cc1	0	-17	-3	-6	-46	-3	38	2
COc1cccc(CNC(=O)CCc2nc3cc(S(=O)(=O)N4CCOCC4)ccc3n2C)c1	0	12	1	2	0	0	19	-7
Cc1cccc2c1cnn2C(=O)CCC(=O)NCc1ccc(F)cc1	-1	6	-4	0	-6	2	4	-5
COc1ccc2[nH]c(=O)c(COC(=O)c3ccco3)cc2c1	-5	-9	-1	-13	-3	-7	-14	-8
O=C(CN1C(=O)CSC1=O)N1CCCC(Nc2ccc(F)cc2)C1 (centres undefined)	-10	-6	5	4	2	6	-81	18
Nc1cccc(NC(=O)CN2CCOCC2)c1	3	6	-1	-2	-6	11	11	-5
CC1=[N+](CC(=O)NC(C)(C)C)CCc2ccccc21	-4	3	0	2	0	1	14	-3

Part of the list above, reduced to APJ ag.
Molecule | APJ ag
Cc1ccc(/C(O)=C2/C(=O)C(=O)N(c3ccccn3)C2c2ccc(F)cc2)cc1 (centres undefined) | 0
Clc1cc(Br)ccc1OCCOCCN1CCOCC1 | -3

(more compounds)
SMILES	UBC13 inh	CCR6 antag	APJ ag	CXCR6 block	Gli-Sufu block	EBI2 antag	APJ antag	ATG4B inh
O=[N+]([O-])c1ccc2nc(-[n+]3c(-c4ccccc4)cc(-c4ccccc4)cc3-c3ccccc3)[nH]c2c1	-6	7	-3	12	12	12	-9	3
COC(=O)c1cc(S(=O)(=O)NCCc2ccc(C)cc2)c[nH]1	-2	-2	0	-6	4	1	4	-9
O=C(C[C@@H]1C/C=C\CC[C@H](Cc2ccc(F)cc2)C(=O)OC[C@@H]2CCCN2C1=O)NCCO	-1	-10	-4	1	1	-5	4	4
CCN1CCN(c2c(/C=C3\SC(=S)N(Cc4ccco4)C3=O)c(C)c(C#N)c(=O)n2C)CC1	-15	33	-2	16	1	-5	6	-7
CC(NS(=O)(=O)c1ccc2c(c1)oc(=O)n2C)c1ccccc1 (centres undefined)	10	13	-6	0	9	6	-15	-7
CCOc1ccccc1N1CCN(C(=S)NCc2ccc(Cl)cc2)CC1	9	5	-3	-10	1	17	-1	-4
CC(C)(C)OC(=O)NCCCCCc1nnc(SCc2ccccc2F)o1	3	16	-1	2	1	21	-11	-1
CC(Nc1ccc([N+](=O)[O-])cc1[N+](=O)[O-])c1ccccc1 (centres undefined)	.	4	.	-4	0	14	.	3
CCCn1c(=O)n(CC(=O)NCC2CCCO2)c(=O)c2c3c(sc21)COC(C)(C)C3 (centres undefined)	1	14	-4	-6	37	-5	15	3
CC1CCCCC1NC(=O)CCCCCn1c(=S)[nH]c2ccccc2c1=O (centres undefined)	21	11	-2	0	-7	-4	-2	8
Cc1ccc(OCCOCCn2cnc3ccccc3c2=O)c([N+](=O)[O-])c1	6	2	1	9	-4	-11	-2	7
Cc1ccc2nc(-c3cccnc3)cc(C(=O)N3CCN(c4ccc([N+](=O)[O-])cc4)CC3)c2c1	-10	-5	4	13	4	-11	9	-12
CCOc1cc(/C=N/n2c(C)nnc2C)ccc1O	-7	-2	-3	-1	5	-13	-3	-6
CC(C)(C)NC(=O)CN(C(=O)C1CSC(=O)C1)c1ccc2c(c1)OCCO2 (centres undefined)	7	-14	-4	0	12	-7	9	-3
COc1ccc(C=O)cc1Cn1ccnc1	8	-7	-3	4	-22	9	-4	-3
CCOC(=O)C1=NNC(C(=O)c2ccc(C)cc2)C1c1ccc(OC)cc1 (centres undefined)	3	24	-16	4	-3	6	24	2
CC(C)N(Cc1nc(-c2ccccc2)no1)C(=O)CN1C(=O)c2ccccc2C1=O	10	-6	-4	4	5	-13	13	-1
CCCc1cc(C(=O)N2CCCC(Cc3cccc(Cl)c3)(C(=O)OCC)C2)n(C)n1 (centres undefined)	4	23	-4	-7	8	1	14	-4
CCN(CC)C(=O)n1nc(C)c(CN2C(=O)c3ccccc3C2=O)c1C	-4	-6	1	-3	1	-1	-11	-10
Cn1nc(C(=O)N2CCCC2)c2ccccc2c1=O	8	-3	-3	4	3	5	14	-9
CNC(=S)NNC(=O)c1cn(C)nc1C	1	-4	-1	-11	5	-9	0	6

Source: PubChem
